# Screening data as filed in PubChem BioAssay.
# Furin inh – blocks human furin protease activity; actives 0.061% (n = 220,000); inhibition, % at 30 µM; purified furin, fluorogenic substrate cleavage; in the data active = inhibition above about 25%; note: inactives centre near -15
# EBV gp42 inh – blocks Epstein-Barr virus glycoprotein 42 binding. Q1HVG2. Fluorescence polarization binding assay, mP read-out. AID 1085. inhibition, % (tested at 21.74 µM). actives 0.42% (n = 220,000); in the data active = inhibition above about 50%
# Target sequence (Q1HVG2 whole entry, looked up): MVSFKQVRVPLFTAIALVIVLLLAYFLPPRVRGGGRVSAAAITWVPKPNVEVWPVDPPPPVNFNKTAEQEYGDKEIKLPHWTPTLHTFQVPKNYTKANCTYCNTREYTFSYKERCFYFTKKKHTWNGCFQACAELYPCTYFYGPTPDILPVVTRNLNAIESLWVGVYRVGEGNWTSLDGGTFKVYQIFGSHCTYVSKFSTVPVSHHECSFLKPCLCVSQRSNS
# NCF1 inh – blocks human p47phox regulatory protein of NADPH oxidases; P14598; p47phox/p22phox peptide binding, fluorescence polarization, 2 h; inhibition, % at 24.7 µM; actives 0.53% (n = 220,000);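 active = inhibition above about 30%, limit read from the data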;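 note: 0% = p47phox with labelled peptide and 100% = labelled peptide alone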
# RBBP9 inh – inhibitors of human serine hydrolase RBBP9; recombinant RBBP9, FP-Rh probe fluorescence polarization; AID 1515; O75884; actives 0.2% (n = 220,000); inhibition, % at 7.94 µM;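 active = inhibition above the campaign mean of all tested compounds plus 3 SD, cut at about 14% in these data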;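 note: plate controls were DMSO wells with RBBP9 for no effect and wells lacking RBBP9 protein for full effect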
# Target sequence (O75884 whole entry, looked up): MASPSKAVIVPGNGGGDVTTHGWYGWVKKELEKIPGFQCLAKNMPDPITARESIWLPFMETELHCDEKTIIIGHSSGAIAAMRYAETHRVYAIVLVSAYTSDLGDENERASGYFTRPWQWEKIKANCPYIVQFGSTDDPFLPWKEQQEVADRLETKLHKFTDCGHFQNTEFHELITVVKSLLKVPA
#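 Material: RBBP9 protein. Amount: RBBP9 at 2.5 µM in dispensed solution, before mixing. Schedule: 30 min then 45 min, 25 °C. Medium: Tris buffer pH 8.0, NaCl, Pluronic. Measured by: fluorescence polarization. Measure: percent inhibition from mP, scaled between DMSO and no-protein wells. Replication: one well per compound.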
# Calpain2 inh – inhibitors of pig calpain II. purified calpain II, fluorogenic peptide substrate, 30 min. inhibition, % at 16 µM. actives 0.37% (n = 220,000);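 active = inhibition above about 50%, limit read from the data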
# Runt-SMMHC FRET – Runt domain-CBFb-SMMHC interaction inhibition; Q01196+Q13951; Cerulean-Runt/Venus-CBFb-SMMHC FRET ratio 530/480, 1 h; inhibition, % at 20 µM; actives 0.74% (n = 220,000); AID 1434;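 active = mean inhibition across duplicate retests at 20 µM reaching about 50%, limit read from the data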;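 note: 0% = DMSO wells and 100% = wells with excess untagged CBFb-SMMHC; inhibitors lower the FRET ratio by blocking Runt binding to CBFb-SMMHC; some results filed as inactive read as strong as hits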
# Target sequence (Q01196 whole entry, looked up, the tested form may be a part): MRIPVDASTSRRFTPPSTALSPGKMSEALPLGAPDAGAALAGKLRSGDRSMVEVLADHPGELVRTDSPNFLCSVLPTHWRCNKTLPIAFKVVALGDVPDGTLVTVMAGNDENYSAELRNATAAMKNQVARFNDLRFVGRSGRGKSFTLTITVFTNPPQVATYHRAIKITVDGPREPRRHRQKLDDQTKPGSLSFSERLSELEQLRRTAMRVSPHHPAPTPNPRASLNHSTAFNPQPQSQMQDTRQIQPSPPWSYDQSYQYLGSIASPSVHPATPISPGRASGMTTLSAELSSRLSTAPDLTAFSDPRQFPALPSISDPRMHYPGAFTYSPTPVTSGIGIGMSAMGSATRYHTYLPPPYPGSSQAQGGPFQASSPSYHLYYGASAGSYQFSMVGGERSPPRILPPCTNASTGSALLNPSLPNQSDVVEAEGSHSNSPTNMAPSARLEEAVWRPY
# Target sequence (Q13951 whole entry, looked up, the tested form may be a part): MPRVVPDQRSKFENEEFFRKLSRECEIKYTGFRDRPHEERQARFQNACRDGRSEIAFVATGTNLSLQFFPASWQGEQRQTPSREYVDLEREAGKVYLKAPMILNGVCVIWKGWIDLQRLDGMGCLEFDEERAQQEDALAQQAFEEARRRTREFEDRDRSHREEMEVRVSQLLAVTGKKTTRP
# p97 ATPase inh – blocks human p97 ATPase activity | P55072 | recombinant p97 ATPase, Kinase-Glo ATP luminescence, 3 h | inhibition, % at 8 µM | actives 0.42% (n = 220,000); in the data active = inhibition above about 15%;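 note: 0% = DMSO vehicle and 100% = wells lacking enzyme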
# Runt-CBFb FRET – blocks binding of human RUNX1 Runt domain to CBFb; Q01196+Q13951; Cerulean-Runt/Venus-CBFb FRET ratio 530/480, 1 h; inhibition, % at 20 µM; actives 0.46% (n = 220,000); AID 1496;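 active = inhibition over about 50% at 20 µM in the single-dose screen, limit read from the data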;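 note: 0% = DMSO wells and 100% = excess unlabeled CBFb competitor control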
#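 Schedule: protein complex preformed 1 h, compound exposure 1 h, room temperature, dark; test system: Cerulean-labeled Runt domain protein; amount: 100 nM per protein; buffer or medium: Tris 50 mM pH 7.5, KCl, K2SO4, 0.01% BSA; read-out: loss of energy transfer signal; detection: FRET fluorescence; controls: 5 µM unlabeled CBFb as full-inhibition high control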
# Tb hexokinase – blocks Trypanosoma brucei hexokinase 1 activity; recombinant TbHK1, G6PDH-coupled NADH A340; inhibition, % at 10 µM; actives 0.11% (n = 220,000); AID 1430;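 active = inhibition of 50% or more in the single-dose primary screen; inactive = inhibition below 50%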
# * hit, by the source's call; i = inactive; / = no result given; [ ] = dose if it differs, or a comment. Hits appear at their usual frequency. About 2.7% of those tested had a hit in this group.
Tb hexokinase,Calpain2 inh,NCF1 inh,Runt-SMMHC FRET,Furin inh,EBV gp42 inh,p97 ATPase inh,RBBP9 inh,Runt-CBFb FRET,SMILES
0.9,-15.5,-7.7,-2.3,-26.0,-1.1,-1.6,-10.9,-1.9,O=C(C1CC(=O)N(C2CCCC2)C1)N1CCC(Cc2ccccc2)CC1 (centres undefined)
4.2,11.3,-2.3,3.8,-9.3,-16.1,1.6,-6.6,2.4,COc1ccccc1/C=C(/C(=O)OCC(=O)N(C)Cc1ccccc1)c1ccccc1
5.2,16.0,-1.7,-7.1,-22.8,3.4,2.7,-7.8,-3.2,CCOC(=O)C1CCN(C(=O)c2cc(S(=O)(=O)N3CCOCC3)c(Cl)cc2Cl)CC1
29.6,20.9,-0.6,0.1,-6.2,1.0,5.0,0.9,-1.9,O=C(Nc1cnc2ccccc2c1)c1ccco1
-0.1,-2.6,-5.0,-1.4,-3.3[20 µM],6.3,2.2,2.3,0.0,O=C1CC(NCCC2=CCCCC2)C(=O)N1c1cccc(Cl)c1Cl (centres undefined)
-3.7,-35.2,-5.6,-3.2,-17.0,-7.3,2.7,-11.4,-1.8,Cc1occc1-c1nnc(SCC(=O)Nc2ccc3c(c2)OCO3)n1CC1CCCO1 (centres undefined)
-7.9,6.0,-11.4,-0.5,-22.3[20 µM],-7.8,0.3,-8.2,1.2,Cc1nn(-c2ccccc2)c(C)c1/C=N/NC(=O)c1cc(C2CC2)[nH]n1
-0.7,-2.5,-58.8,0.6,-23.4[20 µM],2.2,1.0,-6.8,0.3,O=C(/C=C/c1ccccc1)NCCSCc1ccccc1Cl
6.8,-55.4,-8.2,2.2,-26.7,72.2*,9.4,-22.2,10.2,O=C(CSc1nc2ccccc2n1CCc1ccccc1)c1ccc(O)c(O)c1
-4.2,-9.8,-9.5,0.3,-20.3,-6.3,0.5,-4.2,1.8,N/C(=N\OC(=O)c1ccc2c(c1)OCO2)c1ccc(Br)cc1
-10.7,40.0,10.0,-4.7,-18.0,4.3,-1.4,-6.7,-2.2,Cc1cc(C(=O)CSc2nnnn2C)c(C)n1CCc1ccc(F)cc1
6.3,14.7,7.6,3.2,-15.2,-2.5,-4.2,-0.7,0.0,OC(COCC1COc2ccccc2O1)CN1CCCCC1 (centres undefined)
-6.2,8.6,2.1,-8.7,-16.4[20 µM],-20.0,-0.8,-4.8,1.8,C(=N\N1CCN(Cc2cccc3ccccc23)CC1)/c1cccnc1
-4.9,15.7,-6.3,0.7,-9.3,-23.7,4.5,-6.0,-0.5,Cc1nn(C)c(C(=O)NNC(=O)Nc2cccc(C(F)(F)F)c2)c1Cl
12.6,-15.5,-5.8,-4.0,-12.4,9.5,4.8,-9.3,-1.1,CCn1c(SCC(=O)O)nnc1-c1ccc2[nH]c(C)c(C)c2c1
-8.3,-5.2,13.9,-1.9,-21.7,-0.1,4.5,-5.2,1.4,COc1ccc2c(c1)C1(Nc3ccccc3C(=O)N1c1ccccc1)C(=O)N2 (centres undefined)
-3.6,-14.5,-15.2,-2.1,-19.9[20 µM],-11.3,-0.2,-8.0,-1.6,Cc1ccc(S(=O)(=O)N2CCC(n3nnc4cc(C)ccc43)CC2)cc1
3.9,-74.6,-30.4,-1.7,-20.1,-20.3,2.9,-7.4,-5.4,COc1cccc(C(=O)Nc2ncc3c(n2)CC(c2ccc(OC)cc2OC)CC3=O)c1 (centres undefined)
2.5,2.7,-1.8,-1.1,-13.4,-5.3,3.0,0.3,1.5,CC1(C)OC(=O)C(=CNC(CO)C(=O)O)C(=O)O1 (centres undefined)
-3.0,5.8,20.3,1.0,-2.6,3.1,-5.5,-14.3,-0.5,Cc1ccc2c(c1)C(=O)CC(O)(C(F)F)O2 (centres undefined)

# Part of the list above with just EBV gp42 inh:
structure,EBV gp42 inh
COc1cccc(C(=O)Nc2ncc3c(n2)CC(c2ccc(OC)cc2OC)CC3=O)c1 (centres undefined),-20.3
Cc1cc(C(=O)CSc2nnnn2C)c(C)n1CCc1ccc(F)cc1,4.3

# The listing continues:
Tb hexokinase,Calpain2 inh,NCF1 inh,Runt-SMMHC FRET,Furin inh,EBV gp42 inh,p97 ATPase inh,RBBP9 inh,Runt-CBFb FRET,SMILES
-10.4,1.2,-17.0,27.1,-18.7,-6.7,-1.8,6.5,23.2,COCCCN(C(=S)Nc1cc(Cl)cc(Cl)c1)C(C)c1ccccn1 (centres undefined)
-11.4,3.3,-23.3,7.6,-14.5,9.1,1.5,-5.7,15.3,COc1cc(NS(=O)(=O)c2ccc(NC(=S)NC(=O)/C=C/c3ccco3)cc2)ncn1
1.4,-1.3,-0.3,-8.0,-20.2[20 µM],-25.5,5.2,-0.2,11.5,N#CCCn1c(=S)[nH]c2ccccc21
-25.3,-3.4,-16.6,38.3,13.1[20 µM],-23.2,5.0,4.0,127.3*,CN1CCc2c(sc3c2C(=O)NC(c2ccco2)N3)C1 (centres undefined)
-9.0,-0.4,-17.2,0.4,-5.3,-12.8,-1.5,-0.7,-3.7,COc1ccc(-n2c(SCC(=O)Nc3ccc([N+](=O)[O-])cc3OC)nc3ccccc32)cc1
-3.4,-20.3,-2.6,1.7,-13.2,1.1,4.2,-3.4,1.6,Cc1ccccc1C(=O)Nc1ccnc(-c2ccncc2)n1
-1.0,-34.3,-10.0,0.8,-23.7,-9.5,3.1,-7.2,3.5,CCOc1ccc(NC(=S)Nc2ccc(OCC)cc2)cc1
4.4,-4.8,-2.0,-5.4,-6.5,-15.8,1.3,-8.8,0.7,O=P(O)(O)c1ccccc1OCCOCCOc1ccccc1P(=O)(O)O
12.8,33.9,-11.9,1.1,-8.4,-1.6,-4.7,-10.7,-1.5,Cc1ccc(CN(C)CC(=O)Nc2ccc3c(c2)CCC3)cc1
-4.3,-10.5,2.8,14.9,-17.6,-7.2,8.1,-0.4,33.4,COc1ccc(N2C(=O)CC(Sc3nnnn3-c3ccc(F)cc3)C2=O)cc1 (centres undefined)

# EBV gp42 inh, entries above that show a hit
Tb hexokinase,Calpain2 inh,NCF1 inh,Runt-SMMHC FRET,Furin inh,EBV gp42 inh,p97 ATPase inh,RBBP9 inh,Runt-CBFb FRET,SMILES
6.8,-55.4,-8.2,2.2,-26.7,72.2*,9.4,-22.2,10.2,O=C(CSc1nc2ccccc2n1CCc1ccccc1)c1ccc(O)c(O)c1

# Among those listed so far, these contain an NH in an aromatic ring.
Tb hexokinase,Calpain2 inh,NCF1 inh,Runt-SMMHC FRET,Furin inh,EBV gp42 inh,p97 ATPase inh,RBBP9 inh,Runt-CBFb FRET,SMILES
-7.9,6.0,-11.4,-0.5,-22.3[20 µM],-7.8,0.3,-8.2,1.2,Cc1nn(-c2ccccc2)c(C)c1/C=N/NC(=O)c1cc(C2CC2)[nH]n1
12.6,-15.5,-5.8,-4.0,-12.4,9.5,4.8,-9.3,-1.1,CCn1c(SCC(=O)O)nnc1-c1ccc2[nH]c(C)c(C)c2c1
1.4,-1.3,-0.3,-8.0,-20.2[20 µM],-25.5,5.2,-0.2,11.5,N#CCCn1c(=S)[nH]c2ccccc21

# Following part.
Tb hexokinase,Calpain2 inh,NCF1 inh,Runt-SMMHC FRET,Furin inh,EBV gp42 inh,p97 ATPase inh,RBBP9 inh,Runt-CBFb FRET,SMILES
-16.7,-23.8,-25.7,/,-20.2,-128.4,2.8,-7.4,/,Oc1c(C=Nc2ccccc2)sc2ccccc12
4.8,-9.6,-8.4,2.0,-10.4[20 µM],-8.1,-1.0,-4.7,-0.7,O=S(=O)(Nc1cccc2cn[nH]c12)c1ccc(F)cc1
-15.4,i,-9.6,4.8,-16.4[20 µM],-15.4,-26.8,-15.6,-2.9,Clc1ccc(/C=C/c2nc3ccccc3[nH]2)c(Cl)c1
-10.0,-14.8,-15.6,-3.4,-16.3[20 µM],-15.6,-1.4,2.7,0.7,O=C(NC1CCCC1)C(c1ccsc1)N(C(=O)Cc1cccs1)c1ccccc1 (centres undefined)
-11.9,-83.3,-58.8,-4.6,-12.0[20 µM],6.2,-6.2,-8.5,-0.6,COc1ccc(C2=C(C#N)C(=O)OC2)cc1
5.5,22.3,4.1,-0.9,-3.4[20 µM],-12.6,-0.1,3.8,-1.1,COc1ccccc1N1CCN(S(=O)(=O)c2ccc(Cl)s2)CC1
1.0,-10.5,-2.4,-2.5,-33.6,0.1,-0.1,-9.3,1.6,O=C(Nc1ccccc1)Nc1ccncc1
-1.6,-20.8,-9.9,2.8,-9.6,1.4,-3.5,-10.4,-0.2,CC(=O)c1ccc(N2CCN(C(=S)Nc3ccc(Oc4ccccc4)cc3)CC2)cc1
-1.7,-27.2,0.7,-5.6,-13.5[20 µM],-6.8,-3.9,-6.4,0.3,CC(=O)N1N=C(c2ccco2)CC1c1cccs1 (centres undefined)
2.5,7.5,5.7,0.4,-9.3,-7.8,0.3,-9.5,0.9,CCc1ccccc1-n1nnnc1-c1cnccc1C(F)(F)F
-13.5,26.0,11.6,-3.5,-10.1,4.2,5.2,3.5,1.1,COc1ccc2c(c1)C=C([C@@H]1C[C@H]3CN(c4ccccc4)C(=O)[C@]34CCCN14)CO2
3.8,-9.2,-9.7,-119.9,-12.0,-11.6,4.1,-2.5,-1.0,O=C(Cc1ccccc1)Nc1c2c(nn1-c1cccc(Cl)c1)CS(=O)(=O)C2
6.5,-18.5,-4.0,0.2,-29.4,4.9,6.4,-7.5,-2.6,COc1ccc(-c2cc3ccccc3n2CC(O)CN2CCCCC2)cc1 (centres undefined)
-6.4,1.9,-39.9,/,-18.4,2.5,1.6,-4.9,/,O=C(CCCN1C(=O)/C(=C\c2ccccc2)SC1=S)Nc1ccc(O)cc1
-33.3,-422.5,-15.3,7.0,-220.7,-13.4,-1.1,-2.8,4.5,Cc1cc(C)[n+](-c2ccc(F)cc2)c2[nH]c(=O)[nH]c(=O)c12
-21.2,-10.3,5.3,-0.1,-30.8,-2.9,3.5,-9.0,-1.7,O=C(Cn1cncn1)NCc1cc(F)ccc1F
6.8,28.8,2.5,2.1,-18.9,2.8,-3.6,-4.7,-0.9,S=C(NCc1cccs1)NCC1CCCO1 (centres undefined)
-1.4,-30.5,8.1,-2.9,-25.3,3.2,1.4,-1.2,-2.6,CC(C)c1onc(C(=O)NCc2ccccn2)c1[N+](=O)[O-]
1.3,-34.4,-5.2,1.5,-19.0,-9.9,-3.1,-1.2,-3.0,CC1(C)C(c2ccccc2)=[N+]([O-])CN1O
-0.3,-3.9,-7.9,-1.3,-15.5,-11.7,2.5,4.7,-0.8,O=C(c1ccccc1[N+](=O)[O-])N1CCc2ccccc2C1
0.5,-43.2,7.1,-0.7,-32.8,-3.8,5.7,4.4,0.8,CCS(=O)(=O)Nc1ccc2c(c1)OCO2
4.6,11.1,-1.9,0.6,-36.8,14.3,5.8,-10.1,-1.0,N#CCC(=O)N1CCCCCC1
-1.5,7.4,-17.9,1.2,-19.3,-14.3,-1.3,-5.4,2.5,Cc1nnc(SCCn2c(Br)nc3c2c(=O)[nH]c(=O)n3C)s1
1.0,-6.1,3.6,2.8,-11.8,-20.5,4.9,-9.7,-0.9,COC(=O)[C@H]1C[C@@H]1[C@H](NS(=O)(=O)c1ccccc1)c1ccccc1
0.7,-15.5,-10.1,2.9,-25.0,-7.7,2.2,-10.3,-1.6,Cc1ccc(-c2nnc(SCC(=O)NC3CCCc4ccccc43)n2N)cc1 (centres undefined)
-3.0,19.7,-5.8,-4.7,-17.3,26.0,-0.5,-10.2,-1.1,O=C(/C=C/c1cccc([N+](=O)[O-])c1)Nc1ccc(NC(=O)c2cccs2)cc1
-3.1,-10.2,4.7,2.9,-12.2,-12.8,4.0,-3.1,1.7,CN(C)c1ccnc(Nc2ccc(O)cc2)c1C#N
